Bioassay records from PubChem BioAssay.
Avidin fluor – compound fluoresces at 488/530 nm on avidin beads; compound fluorescence 488/530 nm, flow cytometry; stronger effect = higher value; fluorescence (KMESF) at 10 µM; 220,000 tested, 0.38% active; AID 1775; in the data active = fluorescence above about 47; note: inactives centre near 10
RGS4-Gao reg – modulates binding of RGS4 to human Galphao; P09471; Multiplexed bead flow cytometry; actives lie on both sides; binding response (% of control), % at 10 µM; 220,000 tested, 0.33% active; AID 1415; in the data active = binding response below about 49% or above about 150%; inactive = in between;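 note: fluorescent Galphao activated with aluminum fluoride binding bead-coupled RGS4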
ABCB1 block – inhibitors of human ABCB1 transporter, ABCG2 counter-screen; CCRF-Adr cells, JC-1 efflux, flow cytometry; inhibition, % at 6.6 µM; 190,000 tested, 0.067% active; AID 1326; in the data active = inhibition above about 40%;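 note: 0% = vehicle and 100% = reference inhibitor; higher value means more JC-1 retained so stronger ABCB1 efflux block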
Mcl1 Bid PPI – Mcl-1/Bid interaction inhibition | inhibition, % at 21.7 µM | AID 1021 | 220,000 tested, 0.97% active | TR-FRET Mcl-1/Bid-Dy647 peptide binding, 1536-well | Q07820;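 active = compounds that cut the binding signal by more than half at the single screening dose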;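 note: His-tagged Mcl-1 with europium anti-His antibody binding Bid BH3 peptide; 0% = Mcl-1 plus peptide wells and 100% = peptide-only wells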
Target sequence (Q07820 whole entry, looked up): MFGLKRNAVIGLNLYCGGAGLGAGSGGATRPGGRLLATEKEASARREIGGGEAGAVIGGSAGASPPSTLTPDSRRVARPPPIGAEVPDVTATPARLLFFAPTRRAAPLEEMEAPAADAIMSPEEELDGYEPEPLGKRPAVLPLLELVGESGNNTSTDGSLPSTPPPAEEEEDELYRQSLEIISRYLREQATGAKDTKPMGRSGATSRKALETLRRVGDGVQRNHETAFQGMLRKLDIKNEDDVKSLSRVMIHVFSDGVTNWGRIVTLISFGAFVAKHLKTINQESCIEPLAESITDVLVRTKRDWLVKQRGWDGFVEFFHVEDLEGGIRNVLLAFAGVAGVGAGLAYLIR
Pf gamet viab – inhibitors of late stage P. falciparum gametocyte viability | P. falciparum stage V gametocytes, ATP luminescence, 24 h | inhibition, % at 10.9 µM | 150,000 tested, 0.065% active | AID 743093;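 active = inhibition above the mean plus 3 SD of compounds within the control limits, set per campaign, cut at about 38% in these data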;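 note: 0% = DMSO wells and 100% = medium only without gametocytes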
Bim-Mcl-1 – inhibitors of Bim-Mcl-1 interaction, human. AID 1009. Q07820. inhibition, % at 10 µM. Bead-based flow cytometry, Bim peptide-Mcl-1 binding. 190,000 tested, 0.1% active; in the data active = inhibition above about 40%;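 note: 0% = no compound tracer wells and 100% = peptide blocker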
ABCG2 block – human ABCG2 inhibition, ABCB1 as counter-screen; AID 1325; IgMXP3 cells, JC-1 efflux, flow cytometry; Q9UNQ0; 190,000 tested, 0.1% active; inhibition, % at 6.6 µM;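 active = inhibition above 80%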;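 note: 0% = DMSO and 100% = nicardipine control wells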
Target sequence (Q9UNQ0 whole entry, looked up): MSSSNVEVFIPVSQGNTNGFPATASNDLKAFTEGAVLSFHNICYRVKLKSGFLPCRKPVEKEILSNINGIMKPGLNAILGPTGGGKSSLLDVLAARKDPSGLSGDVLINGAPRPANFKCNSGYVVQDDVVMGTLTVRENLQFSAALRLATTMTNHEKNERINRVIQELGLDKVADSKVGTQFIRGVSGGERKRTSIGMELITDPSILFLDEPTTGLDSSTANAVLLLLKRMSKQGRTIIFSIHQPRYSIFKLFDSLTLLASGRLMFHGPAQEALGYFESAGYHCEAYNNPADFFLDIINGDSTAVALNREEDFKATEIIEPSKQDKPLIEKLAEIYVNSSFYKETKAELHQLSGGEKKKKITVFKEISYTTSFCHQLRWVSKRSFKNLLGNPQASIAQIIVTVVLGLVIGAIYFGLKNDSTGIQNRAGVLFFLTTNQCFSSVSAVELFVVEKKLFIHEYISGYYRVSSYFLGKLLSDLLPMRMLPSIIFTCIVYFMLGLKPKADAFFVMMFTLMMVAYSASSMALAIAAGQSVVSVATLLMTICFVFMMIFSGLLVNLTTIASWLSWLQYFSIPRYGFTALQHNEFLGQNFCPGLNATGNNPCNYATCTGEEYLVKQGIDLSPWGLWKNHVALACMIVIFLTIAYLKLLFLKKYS
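Test system: ABCG2 IgMXP3 and barcoded ABCB1 CCRF-Adr cell mix; Schedule: cells with compound and JC-1, 10 min at 25 °C, rotating, no wash; Technique: flow cytometry of retained JC-1 fluorescence; Measure: % inhibition of efflux relative to nicardipine and DMSO; Controls: nicardipine high and DMSO low controls.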
RGS7-Gao reg – regulators of human RGS7-Galphao interaction; Multiplexed bead flow cytometry, RGS7-Galphao binding; actives lie on both sides; binding response (% of control), % at 10 µM; 220,000 tested, 0.35% active; in the data active = binding response below about 49% or above about 150%; inconclusive = no clear call, values can overlap the other calls; inactive = in between;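 note: fluorescent Galphao held in activated GDP-AlF4 state binding bead-coupled RGS7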
GSH fluor – GSH bead compound fluorescence profile; GSH beads flow cytometry, compound fluorescence 488/530 nm; stronger effect = higher value; fluorescence (KMESF) at 10 µM; 190,000 tested, 0.25% active; AID 1776; in the data active = fluorescence above about 89;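 note: glutathione beads carrying GST-tagged Bcl family fusion proteins plus one bare bead set; values are compound well signal with DMSO vehicle wells as background; inactives centre near 16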
Mcl1 Noxa PPI – disrupts binding of human Mcl-1 to Noxa peptide; inhibition, % at 21.7 µM; TR-FRET Mcl-1/Noxa peptide binding, 2 h; 220,000 tested, 1.5% active;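 active = compounds that cut the protein-peptide binding signal by more than 50% relative to plate controls in a single-dose test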;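 note: His-tagged Mcl-1 with rhodamine Noxa BH3 peptide and terbium anti-His antibody; 0% = Mcl-1 plus Noxa peptide wells and 100% = peptide-only wells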
RGS8-Gao reg – modulates binding of RGS8 to human Galphao | response (percent of control binding), % at 10 µM | P09471 | multiplexed bead flow cytometry; actives lie on both sides | 220,000 tested, 0.34% active; in the data active = response below about 60% or above about 140%; inactive = in between;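 note: Galphao activated as the GDP aluminium fluoride complex binding bead-coupled RGS8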
Starred values were filed as active, the others as inactive; ? = inconclusive; . = not tested or not shown.

SMILES	Avidin fluor	RGS4-Gao reg	ABCB1 block	Mcl1 Bid PPI	Pf gamet viab	Bim-Mcl-1	ABCG2 block	RGS7-Gao reg	GSH fluor	Mcl1 Noxa PPI	RGS8-Gao reg
C=CCOc1ccc(CNn2cn[nH]c2=S)cc1	23	106.0	-0.3	-81.5	.	-4.0	-0.7	111.7	13	3.0	107.7
CC(C)CNc1nc(=S)nc(N(C)C)[nH]1	10	104.1	0.5	-58.3	.	2.0	2.5	106.3	4	8.6	100.4
C#CC(C)(CC)NC(=O)c1cc2cccc(CC=C)c2oc1=O (stereo not given)	14	96.9	1.9	22.4	-5.7	0.0	8.2	97.6	14	20.1	90.5
CCn1cc(S(=O)(=O)N2CCN(Cc3ccc(F)cc3)CC2)cn1	9	105.2	1.6	-29.0	-1.8	2.0	11.6	108.0	18	15.2	102.0
Cc1ccccc1OCCN1C(=O)c2ccccc2C1=O	22	95.5	0.7	-18.5	-11.5	2.0	5.4	97.1	14	1.8	97.0
NS(=O)(=O)c1ccc(NC(=S)NC2CCCCC2)cc1	9	98.8	-0.6	-29.2	-1.4	-4.0	3.4	?	17	15.3	99.7
COc1ccc(/C=N/Nc2ncc(-c3ccccc3)cn2)c(OC)c1	25	104.1	0.3	40.2	.	-2.0	2.4	101.0	10	51.8*	104.8
Cc1ccc(S(=O)(=O)NCCCCCC(=O)NC(C)(C)CO)cc1	11	100.3	0.4	-4.0	.	-9.0	1.3	99.3	27	-2.6	99.3
COCC(=O)NC1CCN(C(=O)Nc2ccc(Br)cc2)CC1	14	99.8	0.3	-30.2	8.7	0.0	1.8	105.2	21	12.0	103.0
CCCc1ccc(C(=O)NNc2cccc(C)c2)cc1	7	94.1	.	1.6	1.1	.	.	?	.	-9.5	99.5
O=C(O)C1CSC(c2ccc(O)c([N+](=O)[O-])c2)N1 (stereo not given)	8	101.8	0.0	-14.4	-2.5	-2.0	1.7	94.1	19	8.0	103.0
COc1ccccc1N1CC=C(c2cccc([N+](=O)[O-])c2)NC1=O	7	99.2	.	-57.0	10.6	.	.	?	.	45.6	97.6
CCOc1ccc(CN2CCN(Cc3cccn3-c3cccnc3)CC2CCO)cc1 (stereo not given)	13	97.6	0.2	-43.9	-6.3	-1.0	-0.4	96.3	14	-7.7	98.7
Cc1nn(C)c(C)c1/C=C/C(=O)c1cccs1	7	98.4	0.8	3.7	3.2	7.0	6.1	95.3	15	6.7	104.0
COc1ccccc1CNC(=O)CCS(=O)(=O)c1cccs1	13	104.8	0.5	-10.2	.	-3.0	1.0	96.5	23	17.3	103.9
CC1CN(C(=O)c2cc3c(=O)n4ccccc4nc3s2)CC(C)O1 (stereo not given)	9	99.0	0.5	.	.	1.0	12.2	97.6	34	.	99.6
COC(=O)/C=C/C(=O)NCc1ccco1	31	100.8	1.2	-13.7	.	-1.0	32.9	102.9	25	6.2	104.8
CCNC(=O)CN1c2cccc3cccc(c23)S1(=O)=O	16	81.3	1.0	-73.1	0.5	-3.0	1.8	85.8	12	36.1	86.6
O=C(COC(=O)Cc1ccsc1)NC1CCCCCC1	16	95.6	0.9	-15.7	.	-1.0	6.4	93.0	29	-10.0	97.8
CC(C)(C)c1csc(NC(=O)Cn2cnc3ccccc3c2=O)n1	6	99.9	0.2	6.8	-5.2	-9.0	-0.2	117.3	23	2.0	93.7
COc1ccc(/C=N/NC(=O)/C(=C/c2ccccc2)CCO)cc1	10	100.9	0.4	-14.5	9.1	-25.0	20.4	100.1	10	14.1	99.0
N/C(=N\OC(=O)CCCOc1ccccc1)c1cccc(Br)c1	10	108.1	-0.3	9.4	12.7	-3.0	5.5	102.9	19	11.1	104.5
CCc1ccc(-c2csc3ncn(Cc4ccc(C(=O)O)cc4)c(=O)c23)cc1	11	100.1	0.1	-10.2	-16.9	2.0	9.6	101.8	19	6.3	99.7
Cc1ccc(NC(=O)C2c3ccccc3Oc3ccccc32)nc1	11	96.9	0.2	-19.9	4.5	0.0	5.8	94.4	11	4.3	97.2
CCCC1=C(C(=O)OCC)C(c2cc(Cl)cc(OC)c2OCC(=O)OCC)NC(=O)N1 (stereo not given)	38	99.5	1.1	-3.9	.	-2.0	3.3	100.8	12	-4.3	98.5
CCOC(=O)c1cn(-c2c(C)n(C)n(-c3ccccc3)c2=O)c2c(F)c(F)c(F)cc2c1=O	7	117.4	.	-12.1	10.9	.	.	.	.	14.6	104.0
Cc1noc(/C=C/c2ccco2)c1S(=O)(=O)N1CCC(C(=O)Nc2ccc(Cl)cn2)CC1	16	97.5	1.0	-17.2	-5.8	-5.0	2.5	98.9	17	5.2	101.6
Cc1cccc(NC(=O)c2ccc(Cn3cc(C(F)(F)F)ccc3=O)cc2)c1	16	105.0	0.4	9.9	-7.7	-6.0	26.8	107.2	35	27.0	111.2
COc1ccc(/C=C/C(=O)NC(=S)Nc2ccc(S(N)(=O)=O)cc2)cc1	3	95.8	.	-95.1	-13.9	.	.	?	.	-106.8	100.2
Nc1nonc1C(=Nc1ccc(Br)cc1)NO	37	100.6	0.1	1.7	11.6	-1.0	0.2	100.7	17	0.3	100.6
CCN1CCc2c(sc(NC(=O)c3ccc(S(=O)(=O)N4CCOCC4)cc3)c2C(=O)OC)C1	35	105.4	0.7	6.2	7.5	-6.0	1.3	100.9	20	13.4	100.6
CCCS(=O)(=O)N1CCC(C(=O)NCCN2CCC(Cc3ccccc3)CC2)CC1	36	103.2	0.3	7.8	.	-4.0	1.2	100.8	14	16.9	97.7
CCOc1ccccc1NC(=O)C(NCCN(C)C)c1ccccc1 (stereo not given)	12	105.5	0.3	22.6	-12.9	0.0	0.6	108.9	11	17.6	103.5
O=C(NCc1ccccn1)c1ccc([N+](=O)[O-])cc1	8	99.6	0.0	-1.6	12.3	-5.0	0.6	103.2	10	-4.3	106.1
O=C1Cc2ccccc2C(c2ccc(Br)cc2)N1 (stereo not given)	9	105.4	0.0	-22.8	.	4.0	0.0	105.8	5	6.5	104.8
CCOc1ncccc1C(=O)OCC(=O)c1cc(OC)c(OC)c(OC)c1	.	88.9	.	-18.3	3.1	.	.	?	.	-6.6	93.5
CC(C)Cc1ccc(C(C)C(=N)N)cc1 (stereo not given)	3	104.9	.	-30.1	2.0	.	.	?	.	4.2	104.8
COc1ccc(C(=O)NC(=S)Nc2ccc([N+](=O)[O-])cc2C)cc1OC	12	102.8	0.4	10.1	.	0.0	3.0	103.4	27	21.3	103.1
CS(=O)(=O)N(Cc1cc2ccccc2[nH]c1=O)C1CCCCC1	15	101.2	1.6	3.1	-21.4	0.0	4.7	99.8	17	11.0	100.5
Cc1ccc(-c2csc(NC(=O)c3cc([N+](=O)[O-])ccc3N3CCOCC3)n2)cc1	8	95.9	0.3	-7.1	21.5	0.0	3.3	99.6	15	-9.0	97.4
CCn1nnnc1SCC(=O)NNC(=O)C1CCCCC1	23	100.3	0.5	10.3	-32.5	-2.0	2.1	111.2	30	-1.7	102.5
CCCCN(C(=O)CNC(=O)c1ccco1)C(C(=O)NC1CCCC1)c1ccc(OC)cc1 (stereo not given)	11	99.6	1.1	-6.4	.	0.0	1.0	104.1	29	21.4	100.0
O=C(CN1CCN(Cc2ccccc2)C1=O)NCc1ccc(Cl)cc1	8	108.6	-0.1	-33.4	11.2	-2.0	0.7	105.8	51	-14.9	107.2
Cc1c(Cl)cccc1NC(=S)N(CCCN1CCOCC1)Cc1cccs1	1	100.8	1.1	-10.1	-4.9	-7.0	-0.7	99.5	7	6.9	109.0
O=C(c1ccccc1)N(Cc1ccc2c(c1)OCO2)Cc1nc2ccccc2c(=O)[nH]1	36	97.9	1.6	-0.3	.	-4.0	3.9	95.2	22	-8.5	98.7
Cc1cccc(/C=N/NC(=O)c2cccc([N+](=O)[O-])c2)n1	7	105.5	0.4	-9.9	-0.9	-2.0	3.9	93.3	21	-32.2	92.1
Cc1c(NC(=O)COC(=O)C2(c3ccccc3F)CCCC2)c(=O)n(-c2ccccc2)n1C	23	103.3	0.5	-13.2	.	-3.0	1.1	103.6	14	6.6	107.2
Cc1nn(C)c(C)c1S(=O)(=O)N1CCC(C(=O)NC2CCCc3ccccc32)CC1 (stereo not given)	7	101.8	0.6	-4.1	.	-2.0	1.1	101.7	22	18.3	103.8

Some of these compounds in order of heavy-atom count, smallest number first.
SMILES	Avidin fluor	RGS4-Gao reg	ABCB1 block	Mcl1 Bid PPI	Pf gamet viab	Bim-Mcl-1	ABCG2 block	RGS7-Gao reg	GSH fluor	Mcl1 Noxa PPI	RGS8-Gao reg
Cc1cccc(/C=N/NC(=O)c2cccc([N+](=O)[O-])c2)n1	7	105.5	0.4	-9.9	-0.9	-2.0	3.9	93.3	21	-32.2	92.1
CS(=O)(=O)N(Cc1cc2ccccc2[nH]c1=O)C1CCCCC1	15	101.2	1.6	3.1	-21.4	0.0	4.7	99.8	17	11.0	100.5
Cc1ccc(-c2csc(NC(=O)c3cc([N+](=O)[O-])ccc3N3CCOCC3)n2)cc1	8	95.9	0.3	-7.1	21.5	0.0	3.3	99.6	15	-9.0	97.4
O=C(c1ccccc1)N(Cc1ccc2c(c1)OCO2)Cc1nc2ccccc2c(=O)[nH]1	36	97.9	1.6	-0.3	.	-4.0	3.9	95.2	22	-8.5	98.7

Other records follow:
SMILES	Avidin fluor	RGS4-Gao reg	ABCB1 block	Mcl1 Bid PPI	Pf gamet viab	Bim-Mcl-1	ABCG2 block	RGS7-Gao reg	GSH fluor	Mcl1 Noxa PPI	RGS8-Gao reg
CCOc1ccccc1NC(=O)c1oc2ccccc2c1NC(=O)C1CCCO1 (stereo not given)	2	96.7	3.0	-18.1	-15.9	0.0	16.3	102.8	12	9.4	99.7
COc1ccc(C(=O)CSc2nc3cccnc3n2C)cc1	6	101.1	0.6	4.6	.	-5.0	1.5	98.1	35	0.0	99.1
Cc1ccccc1C(O)c1ccccn1 (stereo not given)	11	108.2	0.6	3.0	.	-5.0	4.6	107.3	25	1.1	133.9
Cc1nc2ncccn2c1-c1csc(Nc2ccc(O)cc2)n1	9	96.7	0.2	-83.0	-1.1	37.0	1.3	98.8	1	26.1	99.0
CCCC(O)(CCC)C(=O)NN1CCCCC1	9	99.0	1.3	-10.5	.	0.0	3.8	100.2	10	-1.1	102.2
O=S(=O)(/N=C(\[O-])C[n+]1ccccc1)c1ccc(Cl)cc1	7	101.2	.	-6.1	-3.0	.	.	?	.	9.4	103.6
COC(=O)Nc1nc(C)c(C(=O)N(C)C)s1	22	104.2	0.0	-10.0	.	0.0	0.1	104.6	10	-15.7	102.4

Part of the list above with just RGS8-Gao reg and RGS7-Gao reg:
compound,RGS8-Gao reg,RGS7-Gao reg
CCOc1ccccc1NC(=O)c1oc2ccccc2c1NC(=O)C1CCCO1 (stereo not given),99.7,102.8
CCCC(O)(CCC)C(=O)NN1CCCCC1,102.2,100.2
O=S(=O)(/N=C(\[O-])C[n+]1ccccc1)c1ccc(Cl)cc1,103.6,?
COc1ccc(C(=O)CSc2nc3cccnc3n2C)cc1,99.1,98.1
Cc1ccccc1C(O)c1ccccn1 (stereo not given),133.9,107.3
